High-throughput results (PubChem)
Tb PGK inh = blocks T. brucei phosphoglycerate kinase | AID 602233 | P07378 | hit rate 0.043% among 380,000 | PGK/GAPDH coupled, Kinase-Glo luminescence, 60 min | Potency, µM (highest dose often 57.5 µM), inactives show at the top dose activity change, negative = inhibition, most hits filed as inhibitors; also: % is scaled to controls: 0 for no effect and ±100 for the full control effect; nearly all actives have a fitted effect of over 60% in size
Target sequence (P07378 whole entry, looked up): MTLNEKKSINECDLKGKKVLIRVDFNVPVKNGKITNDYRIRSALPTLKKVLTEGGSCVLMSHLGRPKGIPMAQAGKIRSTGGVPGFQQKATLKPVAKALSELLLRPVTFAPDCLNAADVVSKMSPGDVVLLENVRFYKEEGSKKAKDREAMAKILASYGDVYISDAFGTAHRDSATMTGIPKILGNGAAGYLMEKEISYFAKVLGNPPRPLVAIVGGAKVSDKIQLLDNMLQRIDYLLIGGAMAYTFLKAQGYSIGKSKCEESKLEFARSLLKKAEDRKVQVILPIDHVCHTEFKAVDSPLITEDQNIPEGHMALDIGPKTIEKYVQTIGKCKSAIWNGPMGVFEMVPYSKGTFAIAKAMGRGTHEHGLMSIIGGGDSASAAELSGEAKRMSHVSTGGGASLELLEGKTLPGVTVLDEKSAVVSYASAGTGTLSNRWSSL
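Luminescent ATP detection (Kinase-Glo Plus) follows a 60-minute room-temperature incubation, with wells lacking PGK as controls. Buffer: 100 mM TEA (pH 7.6), 5 mM MgCl2, 0.01% Tween-20. Coupling enzyme GAPDH (100 nM final) supplies unstable 1,3-BPG in-well.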
BAZ2B inh = BAZ2B (human) inhibition | Q9UIF8 | AlphaScreen BAZ2B-H3K14Ac peptide displacement | Potency, µM (highest dose often 114 µM), inactives show at the top dose activity change, negative = inhibition, usual class: inhibitors | hit rate 4.4% among 360,000 | AID 504333; also: % is scaled to controls: 0 for no effect and ±100 for the full control effect; nearly all actives have a fitted effect of over 60% in size
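Compounds, titrated to a top concentration of 110 uM, were incubated 30 min at room temperature with preformed BAZ2B/acetyl-K14 H3 peptide complex (50 nM each). Proximity signal was measured by AlphaScreen after 20 min with beads.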
POLI inh = inhibitors of human DNA polymerase iota; Pol iota fluorescent replication assay, 10 min; Potency, µM (doses to about 115 µM), inactives show at the highest dose activity, negative = inhibition, actives largely listed as inhibitors; AID 588590; hit rate 1% among 390,000
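Pol iota at 10 nM preincubated 15 min with compounds at room temperature; reaction started with fluorescent substrate, 50 nM final. Fluorescence read kinetically at 0 and 10 min; buffer-only wells as negative control.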
HP1b chromo inh = blocks HP1-beta chromodomain binding to methylated histone tails. P83916. AlphaScreen HP1-beta / biotin-H3K9me3 peptide binding. Potency, µM (series often up to 114 µM), inactives show at the top dose activity change, negative = inhibition, actives largely listed as inhibitors. hit rate 0.56% among 390,000. AID 540317; also: nearly all actives have a fitted effect of over 70% in size; inactives centre near 23
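AlphaScreen: HP1-beta (50 nM) preformed 30 min with biotin-H3(1-18)K9me3 peptide (50 nM) in PBS pH 7.4, 0.01% Tween-20. Compound added for 30 min at RT, then streptavidin donor/nickel chelate acceptor beads (10 ug/mL) for 30 min.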
BLM helicase inh = blocks DNA unwinding by human BLM helicase; recombinant BLM DNA unwinding, fluorescence dequenching; AID 2528; P54132; hit rate 0.2% among 350,000; Potency, µM (doses to about 56.1 µM), for inactives: at the highest dose activity change, negative = inhibition, hits mostly inhibitors;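 also: plate controls were vehicle for no effect and no enzyme for full effect; nearly all actives have a fitted effect of over 35% in size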
JMJD2A Tudor = inhibitors of human JMJD2A Tudor domain. O75164. AlphaScreen JMJD2A-Tudor / H3K4me3 peptide binding. Potency, µM (doses to about 114 µM), inactives show at the highest dose activity change, negative = inhibition, most hits filed as inhibitors. hit rate 4.4% among 390,000; also: % is scaled to controls: 0 for no effect and ±100 for the full control effect; nearly all actives have a fitted effect of over 50% in size
G9a block = blocks human histone lysine methyltransferase G9a; Q96KQ7; G9a H3K9 monomethylation, AlphaScreen, 2 h; Potency, µM (highest dose often 102 µM), for the others: top-dose activity, negative = inhibition, actives largely listed as inhibitors; hit rate 8.8% among 350,000; AID 504332; also: % is scaled to controls: 0 for no effect and ±100 for the full control effect; nearly all actives have a fitted effect of over 75% in size
Target sequence (Q96KQ7 913-1193 limits assumed): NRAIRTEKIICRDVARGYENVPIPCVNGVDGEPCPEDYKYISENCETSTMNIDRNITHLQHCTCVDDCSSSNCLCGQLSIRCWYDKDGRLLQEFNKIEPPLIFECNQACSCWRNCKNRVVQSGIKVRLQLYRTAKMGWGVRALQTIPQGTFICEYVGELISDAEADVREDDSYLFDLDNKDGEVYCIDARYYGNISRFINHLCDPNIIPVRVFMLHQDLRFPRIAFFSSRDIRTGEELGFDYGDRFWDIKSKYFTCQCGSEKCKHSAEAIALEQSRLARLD
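Signal arises when biotinylated H3K9 peptide, once monomethylated, bridges streptavidin donor and antibody-captured acceptor beads. Enzyme at 20 nM was preincubated 15 min with test compounds; peptide 500 nM and SAM 20 uM then reacted for 2 h.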
Pin1 inh = human Pin1 inhibition; Q13526; Pin1 FP peptide displacement, HiFluor488, 10 min; Potency, µM (highest dose often 115 µM), without a hit: top-dose activity, negative = inhibition, actives largely listed as inhibitors; hit rate 0.009% among 390,000; active = well fitted inhibition curve with a large enough effect in the polarisation, with a control signal flat, not every such curve was filed as active; inconclusive = small, poorly fitted or top-dose-only effect, or effect the other way, or a change in a side signal; inactive = no such curve, though single readings can be large or run the other way; the % refers to the polarisation; also: % is scaled to controls: 0 for no effect and ±100 for the full control effect
Target sequence (Q13526 whole entry, looked up): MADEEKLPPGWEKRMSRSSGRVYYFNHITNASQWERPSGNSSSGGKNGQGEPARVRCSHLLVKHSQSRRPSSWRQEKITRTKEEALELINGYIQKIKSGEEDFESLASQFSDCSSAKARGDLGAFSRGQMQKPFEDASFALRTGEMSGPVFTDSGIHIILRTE
GLS inhibitor = inhibitors of human glutaminase (GLS). O94925. GLS enzymatic activity, qHTS titration. Potency, µM (series often up to 45.5 µM), inactives show top-dose activity change, negative = inhibition, most hits filed as inhibitors. hit rate 0.21% among 410,000. AID 624170; also: % is scaled to controls: 0 for no effect and ±100 for the full control effect
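Glutamate formation by hKGA was monitored fluorometrically using coupled glutamate oxidase, HRP and Amplex Red. Substrate was added as 1 mM L-glutamine solution; incubation was 30 min at RT after an initial read.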
An asterisk follows results filed as active; i = inactive; ? = inconclusive; . = no result given; & = joins results of further samples; [ ] = dose if it differs, or a comment. Unless noted, calls follow the shape of the dose curve; as a rule, active = well fitted curve in the direction sought with a large enough effect; inconclusive = small, poorly fitted or top-dose-only effect, or another doubt; inactive = no such curve, though single readings can be large; an effect the other way counts as inactive or inconclusive. Potency is read from the fitted curve at half-maximal effect. A portion of the library (hit frequency here may not be typical).

SMILES	Tb PGK inh	BAZ2B inh	POLI inh	HP1b chromo inh	BLM helicase inh	JMJD2A Tudor	G9a block	Pin1 inh	GLS inhibitor
O=C(CSc1cccs1)Nc1cccc2ccccc12	0.9%	1.9%	148.3%[activator]	43.6%	1.7%	12.2%	20.5%[59 µM]	0.2%	4.9%
CCN(C(=O)COC(=O)CNC(=O)C1CCCCC1)c1ccccc1	-1.6%	11.3%	8.5%	15.5%	.	-17.6%	-49.3%	6.5%	5.8%
COCCNC(=O)c1onc(CSc2ccc(C)c(C)c2)c1C(=O)O	-0.8%	?	-1.8%	76.6%[activator]	-1.6%	-23.4%	13.2%[0.501 µM]	0.9%	14.9%
O=C(OCN1C(=O)c2ccccc2C1=O)/C(=C\c1ccco1)NC(=O)c1ccccc1	0.7%	-5.6%	-18.1%	-13.0%	-1.7%	-32.4%	-8.6%[59 µM]	0.6%	18.0%
O=[N+]([O-])c1ccc(-c2csc(N/N=C/c3cccnc3)n2)cc1	-0.7%	?	-22.8%	4.4%	-3.0%	-16.7%	.	-1.5%	-3.5%
COCCn1ccc2c(OCC(=O)Nc3cc(OC)ccc3OC)cccc2c1=O	5.2%	11.7%	25.2%	21.2%	.	-18.2%	-6.0%	-11.2%	9.4%
CC1(NC(=O)Cc2c(Cl)cccc2Cl)CCS(=O)(=O)C1 (stereo unspecified)	4.4%	-3.5%	20.0%	43.5%[activator]	.	1.0%	2.9%[12.7 µM]	1.6%	1.1%
CCCCN(C)CCC(=O)Nc1ccc(F)c(F)c1	i	9.4%	2.7%	45.4%[activator]	3.8%	-13.5%[57.1 µM]	10.4%[59 µM]	2.6%	5.5%
COc1cccc(CC(=O)Nc2cc(S(=O)(=O)N3CCOCC3)ccc2OC)c1	-5.1%	3.2%	-5.3%	26.9%	.	3.7%	?	6.5%	-4.2%
Cc1cc2nc(/C=C/c3nc4cc(C)c(C)cc4[nH]3)[nH]c2cc1C	-3.1%	14.2%	-20.8%	57.0%[activator]	-11.7%	10.6%	12.6%	14.8%	-11.5%
CON(C)c1nc(C2CCCCC2)c2cc(C)ccc2n1	-5.3%	.	6.6%	232.2%[activator]	.	66.2%[activator]	.	-7.5%	-7.1%
CCc1ccc(-c2cn3nc(-c4ccccc4)cnc3n2)cc1	-1.3%	4.1%	-6.9%	68.0%[activator]	-0.1%	-8.3%	.	8.1%	2.9%
CN(C)C(=O)Nc1ccccc1	-4.5%	-2.4%	48.6%[activator]	29.9%	-2.8%&0.1%	-15.9%	-29.1%	-8.3%	0.8%
Cc1ccccc1/C=C/C12NC(=O)CN1c1ccccc1C2(C)C (stereo unspecified)	3.6%	-11.4%	132.1%[activator]	31.0%	-5.7%	1.4%	0.1%	1.6%	-6.0%
O=C(Cn1cnc2ccccc2c1=O)c1cccs1	i	-4.5%	-7.0%	10.2%	2.4%	-17.7%	25.9%	-8.6%	2.7%
CCC(=C(c1ccc(OC)cc1)c1ccc(OC)cc1)c1cn(CC(O)CN(CCO)CCO)c2ccccc12 (stereo unspecified)	-15.7%	35.5µM*	?	-5.7%	-12.8%	44.7µM*	39.8µM*	-4.7%	-0.7%
Fc1ccccc1N1CCN(c2nc3ccccc3c3nc(-c4ccccc4)nn23)CC1	-5.1%	-0.8%	27.1%	26.0%	-0.3%	-3.3%	4.7%[59 µM]	4.3%	-6.2%
Cn1cc(S(=O)(=O)Nc2ccc(Br)cc2F)c(=O)n(C)c1=O	10.1%	-3.3%	-16.3%	24.0%	1.7%	3.5%	-75.0%	-2.7%	-1.8%
COc1ccc(-c2c(C)c3ccc(O)c(CN4CCOCC4)c3oc2=O)cc1	-1.4%	14.9%	?	28.5%[57 µM]	-1.0%	4.9%	0.5%[59 µM]	1.4%	0.6%
Cc1oc(-c2ccc(Cl)cc2)nc1CS(=O)CC(=O)NCCCN1CCOCC1 (stereo unspecified)	-4.1%	-2.2%	2.2%	45.0%[activator]	1.6%	19.8%	1.4%	-7.7%	-7.4%
COc1ccc(CNC(=O)C(NS(=O)(=O)c2ccc3c(c2)CCCN3C(C)=O)C(C)C)cc1 (stereo unspecified)	-9.2%	2.4%	10.8%	10.0%	0.4%	-14.9%	8.4%	-0.8%	-1.9%
COc1cccc(CNn2cnnc2)c1O	-5.2%	-2.8%	131.3%[activator]	10.6%	-4.3%	7.6%	-39.5%	-5.5%	?
CC(=O)Nc1ccccc1-c1nc2ccccc2n(C(C)C(=O)Nc2cc(Cl)ccc2C)c1=O (stereo unspecified)	.	?	-10.9%	28.5%	-4.2%	-6.0%	-36.4%[59 µM]	2.3%	-3.0%
COc1ccccc1-c1cc(C(=O)Nc2ccc(F)cc2F)no1	i	-0.2%	0.1%[58.9 µM]	37.1%[activator]	-4.7%	-7.6%	-16.9%	-4.3%	0.2%
Cc1c(Cl)cccc1NC(=O)CCN1C(=O)c2ccccc2Sc2ncccc21	4.8%	-14.5%	-2.0%	-5.6%	-1.8%	-22.0%	-9.9%[59 µM]	-4.7%	-15.9%

Nine entries already listed, arranged by SMILES length, ascending:
SMILES	Tb PGK inh	BAZ2B inh	POLI inh	HP1b chromo inh	BLM helicase inh	JMJD2A Tudor	G9a block	Pin1 inh	GLS inhibitor
COc1ccccc1-c1cc(C(=O)Nc2ccc(F)cc2F)no1	i	-0.2%	0.1%[58.9 µM]	37.1%[activator]	-4.7%	-7.6%	-16.9%	-4.3%	0.2%
Cc1ccccc1/C=C/C12NC(=O)CN1c1ccccc1C2(C)C (stereo unspecified)	3.6%	-11.4%	132.1%[activator]	31.0%	-5.7%	1.4%	0.1%	1.6%	-6.0%
Cn1cc(S(=O)(=O)Nc2ccc(Br)cc2F)c(=O)n(C)c1=O	10.1%	-3.3%	-16.3%	24.0%	1.7%	3.5%	-75.0%	-2.7%	-1.8%
COCCn1ccc2c(OCC(=O)Nc3cc(OC)ccc3OC)cccc2c1=O	5.2%	11.7%	25.2%	21.2%	.	-18.2%	-6.0%	-11.2%	9.4%
COc1ccc(-c2c(C)c3ccc(O)c(CN4CCOCC4)c3oc2=O)cc1	-1.4%	14.9%	?	28.5%[57 µM]	-1.0%	4.9%	0.5%[59 µM]	1.4%	0.6%
Cc1cc2nc(/C=C/c3nc4cc(C)c(C)cc4[nH]3)[nH]c2cc1C	-3.1%	14.2%	-20.8%	57.0%[activator]	-11.7%	10.6%	12.6%	14.8%	-11.5%
Fc1ccccc1N1CCN(c2nc3ccccc3c3nc(-c4ccccc4)nn23)CC1	-5.1%	-0.8%	27.1%	26.0%	-0.3%	-3.3%	4.7%[59 µM]	4.3%	-6.2%
COc1ccc(CNC(=O)C(NS(=O)(=O)c2ccc3c(c2)CCCN3C(C)=O)C(C)C)cc1 (stereo unspecified)	-9.2%	2.4%	10.8%	10.0%	0.4%	-14.9%	8.4%	-0.8%	-1.9%
CCC(=C(c1ccc(OC)cc1)c1ccc(OC)cc1)c1cn(CC(O)CN(CCO)CCO)c2ccccc12 (stereo unspecified)	-15.7%	35.5µM*	?	-5.7%	-12.8%	44.7µM*	39.8µM*	-4.7%	-0.7%

(further entries)
SMILES	Tb PGK inh	BAZ2B inh	POLI inh	HP1b chromo inh	BLM helicase inh	JMJD2A Tudor	G9a block	Pin1 inh	GLS inhibitor
COc1ccc(-c2nc(N)n(C(=O)Cc3ccccc3)n2)cc1	i	4.9%	22.3%	35.1%	-3.5%	-15.4%	-42.1%[59 µM]	5.5%	24.7%
N#CC(C#N)=c1ccc2c(c1)N1C3=C(CCCC3)CC3CCCCC31N=2 (stereo unspecified)	-10.9%	1.78µM*	-2.3%	?	-4.6%	44.7µM*	2.24µM*	0.4%	-1.4%
CC(NC(=O)C1CCN(S(=O)(=O)c2ccccc2)CC1)c1ccccc1 (stereo unspecified)	-6.2%&-8.4%	-6.9%&8.8%	?	?	-6.1%&2.9%	?	55.0%[activator]	-11.5%&-3.2%	2.9%&-7.1%
Cc1cnc(C(=O)Nc2cccc3ncccc23)cn1	7.1%	-35.7%	16.7%	38.9%[activator]	0.3%	-7.8%	-37.8%	-7.1%	5.6%
CC1CCc2c(sc(NC(=O)c3ccccc3)c2C(=O)Nc2ccccc2)C1 (stereo unspecified)	i	0.9%	9.7%	29.2%	0.4%	5.2%	-6.8%[59 µM]	-0.4%	-8.3%
CC(C)(C)C(=O)Nc1ccc(Oc2ccc3c(c2)C(=O)N(c2ccc(O)cc2)C3=O)cc1	2.5%	6.7%	1.0%	11.1%	-17.4%	-34.3%	-8.7%[59 µM]	-4.6%	-6.8%
CCCN1CCC(NC(=O)Nc2ccc(F)cc2F)CC1	i	11.5%	-18.1%	17.1%	1.5%	-20.0%	-5.4%[59 µM]	-1.3%	.
NNc1nc(-c2ccccc2)c2cc(Br)ccc2n1	-9.8%	?	35.5%[activator]	23.5%	-3.2%	?	0.3%	2.7%	12.3%
Cc1ccc(C)c(NC(=O)Cn2c(=O)n(-c3ccc(CC(=O)NCC4CCCO4)cc3)c(=O)c3ccccc32)c1 (stereo unspecified)	-1.5%	-3.7%&2.4%	-7.7%	7.5%	3.0%&-3.0%	-14.7%	18.4%	20.4%	-5.5%
O=C(NCc1cccs1)c1nn(-c2ccccc2Cl)nc1CO	-1.7%	-2.1%	17.9%	55.4%[activator]	0.2%	-13.2%	?	-5.9%	-5.3%
O=C(CCNC(=O)c1ccccc1Cl)Nc1cccc(S(=O)(=O)N2CCCCC2)c1	3.4%	-2.2%	39.9%[activator]	42.0%[activator]	.	-2.1%	?	-0.5%	6.3%
CC(C)N(C)C(=O)c1ccc(OC2CCN(CCc3ccccc3)CC2)cc1	i	-2.0%	30.9%[activator]	15.2%[57 µM]	-1.8%	-8.2%	-9.1%	-0.1%	-2.2%
COc1cc(C)nc(OCCNC(=O)COc2ccc(Cl)cc2C)n1	i	-5.0%	-6.7%	24.2%	3.0%	-0.7%	-3.9%[59 µM]	5.2%	-0.5%
